High-throughput results: PubChem BioAssay, several laboratories
MgcRacGAP inhibition: MgcRacGAP GTPase-activating activity inhibitors, confirmation, biochemical, ADP Hunter fluorescence | Rac GTPase-activating protein 1 (Homo sapiens) | MgcRacGAP-stimulated Rac1 GTP hydrolysis, ADP Hunter fluorescence; higher % means a stronger effect; GST-tagged Rac1 F28L mutant substrate | inhibition, % at 30 µM, or IC50 in µM where a hit was titrated | 0.6% of 340,000 active | AID 624330, 2012;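 active means first-screen hits whose inhibition reached a set limit at any dose in the follow-up dose series; inconclusive means inhibition above the set first-screen limit but never retested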;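 further: fluorescence reports GDP produced by GAP-driven GTP hydrolysis; strong numbers were not always called active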
PhoP inhibition: inhibitors of PhoP regulon expression, primary screen, Salmonella Typhimurium, GFP reporter (AID 1863); 0.16% of 300,000 active; inhibition, % at 50 µM, or IC50 in µM where a hit was titrated; S. Typhimurium PhoP-regulated promoter GFP reporter, 4 h; higher % means a stronger effect;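 active means inhibition over 29.93%, a cutoff 3 SD above the screen mean, later confirmed by dose response; inconclusive means inhibition over 29.93% but no dose response follow-up; inactive means inhibition at most 29.93% or unconfirmed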;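 further: 0% = low Mg2+ inducing control and 100% = high Mg2+ repressing control; strong numbers were not always called active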
T cell modulator: modulators of CD8 T cell-vesicle binding, primary screen, mouse 2C CD8+ T cells, flow cytometry | 2C CD8+ T cell-vesicle binding; active compounds read low | calls only at 7 µM | 0.068% of 330,000 active | AID 2052, 2009;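 active means response, share of CD8 T cells binding vesicles, and their 90th percentile fluorescence all below set limits, cut at about 80% in these data, passing the limit was not always enough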
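Material: murine 2C transgenic CD8+ T lymphocytes / Also added: QL9-peptide-loaded Drosophila micro-vesicles bearing Ld, ICAM-1 and B7-1 / Schedule: binding step 1.5 h, 37 °C, antibody labelling 20 min, ice / Signal: flow cytometry, PE anti-B7-1 (FL2) versus Alexa647 anti-CD8 (FL8), PFA-fixed / Evaluation: percent CD8+ FL2 mean versus row control / Benchmarks: naked versus QL9-loaded vesicles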
Large T inhibition: SV40 large T antigen inhibitors, biochemical (AID 1903). 0.39% of 310,000 active. SV40 large T antigen ATPase/helicase inhibition assay; higher % means a stronger effect. one-dose inhibition, % at 20 µM; IC50 in µM for titrated hits; in the data active means a potency from the dose series; inconclusive means inhibition mostly from about 32% at the one dose, without a potency; inactive means the rest, 99 in 100 with inhibition below about 32%; further: strong numbers were not always called active
Dengue-2 NS5 capping: Dengue-2 NS5 methyltransferase inhibitors, primary screen, biochemical, confirmation dose response (AID 588689) | Genome polyprotein (Dengue virus type 2 (strain 16681-PDK53)) | Dengue-2 NS5 methyltransferase capping enzyme assay, biochemical; higher % means a stronger effect | inhibition, % at 25 µM; hits with a dose series show IC50 in µM | 0.3% of 340,000 active; in the data active means a potency from the dose series; inconclusive means inhibition above about 29% without an active follow-up result
West Nile virus CPE: West Nile virus antiviral activity, cell-based, CPE readout (AID 1621). CPE inhibition, % at 10 µM, or IC50 in µM where a hit was titrated. West Nile virus-infected cells, CPE inhibition; higher % means a stronger effect. 0.02% of 290,000 active; in the data active means a potency from the dose series; inconclusive means CPE inhibition mostly from about 3.7% at the one dose, without a potency; inactive means the rest, 99 in 100 with CPE inhibition below about 2.2%; further: strong numbers were not always called active
NTR1 ag: agonists of NTR1, primary screen, imaging, U2OS cells, beta-arrestin-GFP, high content (AID 493036) | activation, % at 20 µM | NTR1-U2OS beta-arrestin-GFP spot imaging, agonist mode | 0.17% of 330,000 active | Neurotensin receptor type 1 (Homo sapiens), P30989;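 active means activation at or above 40% of the spot to cytoplasm intensity ratio, with at least 20 cells analyzed; inconclusive means wells under 20 cells, flagged as cytotoxic or low count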;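 further: 0% = DMSO without peptide and 100% = 100 nM NTR1 peptide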
Target sequence (P30989 whole entry, looked up): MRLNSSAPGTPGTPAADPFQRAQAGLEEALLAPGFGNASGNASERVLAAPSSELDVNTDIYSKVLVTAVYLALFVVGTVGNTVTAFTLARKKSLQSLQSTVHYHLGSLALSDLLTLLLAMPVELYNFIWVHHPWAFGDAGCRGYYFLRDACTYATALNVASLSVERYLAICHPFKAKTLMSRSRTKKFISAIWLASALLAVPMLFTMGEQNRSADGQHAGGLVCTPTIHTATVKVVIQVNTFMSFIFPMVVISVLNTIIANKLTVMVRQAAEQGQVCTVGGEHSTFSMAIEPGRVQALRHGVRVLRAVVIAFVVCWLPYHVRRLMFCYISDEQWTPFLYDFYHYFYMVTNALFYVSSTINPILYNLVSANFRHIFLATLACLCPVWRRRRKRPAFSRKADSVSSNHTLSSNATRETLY
UTI89 phage lysis: inhibition of K1F phage lysis, E. coli UTI89, bacterial capsule biogenesis inhibitors, alamar blue (AID 488966). E. coli UTI89 K1F phage lysis, alamar blue, 2 h; higher % means a stronger effect. inhibition, % at 100 µM; hits with a dose series show IC50 in µM. 0.02% of 340,000 active;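 active means phage lysis inhibition, versus mean bacterial control, above a set limit; inconclusive means no clear call, values can overlap the other calls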;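 further: capsule biogenesis inhibitors block K1F phage lysis so surviving cells raise fluorescence; higher fluorescence means more inhibition of phage lysis; actives were called in the ten point dose series up to 300 µM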
RSV antiviral HEp-2: RSV antiviral activity via CPE protection, HEp-2 cells, primary 10 µM value included (AID 2391). 0.13% of 310,000 active. one-dose CPE inhibition, % at 10 µM; IC50 in µM for titrated hits. HEp-2 cells, RSV-induced CPE inhibition; higher % means a stronger effect; in the data active means a potency from the dose series; inconclusive means CPE inhibition mostly from about 23% at the one dose, without a potency; inactive means the rest, 99 in 100 with CPE inhibition below about 21%; further: strong numbers were not always called active
T cell modulator vesicle-bound %: second read-out of T cell modulator, no call of its own (marks repeat the call); double positive events, %; measured here: CD8+ vesicle-bound cell fraction;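 binding gate set so that unloaded-vesicle control wells show 10% double positive cells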
NTR1 ag cell count 20 µM: also measured in NTR1 ag; calls as there; cell count; measured here: cell count, cytotoxicity flag
Dengue-2 NS5 capping pilot replicate: also measured in Dengue-2 NS5 capping; calls as there; inhibition, %; measured here: pilot screen replicate inhibition
Starred values were filed as active, the others as inactive; i = inactive; ? = inconclusive; / = not tested or not shown; [ ] = another dose, or the depositor's remark.

SMILES	MgcRacGAP inhibition	PhoP inhibition	T cell modulator	T cell modulator vesicle-bound %	Large T inhibition	Dengue-2 NS5 capping	West Nile virus CPE	NTR1 ag	NTR1 ag cell count 20 µM	UTI89 phage lysis	RSV antiviral HEp-2	others
O=C(c1ccc(Cl)cc1)C(CN1CCCC1)c1ccccc1 (centres undefined)	4%	11%	i	61	3%	-30%	-1.9%	18	63	-0.7%	2.0%
O=C1CCN(Cc2ccccc2)C=C1c1cccc(O)c1	4%	/	i	9	/	1%	/	-2.7	51	0.0%	/
O=C(Nc1c2c(nn1-c1ccccc1)CS(=O)(=O)C2)c1ccccc1Br	7%	0%	i	29	13%	-6%	0.1%	0.9	71	2.5%[50 µM]	1.0%
COc1cc(C(=S)N2CCC(C(N)=O)CC2)ccc1O	11%	-2%	i	39	26%	-1%	0.3%	-3.0	57	4.2%	2.9%
CSc1ccccc1NC(=O)CN1c2ccccc2CC1C (centres undefined)	15%	0%	i	42	19%	8%	-0.2%	2.2	63	0.1%	5.8%
O=C(c1cccc(Br)c1)c1coc2ccc(O)cc12	9%	/	i	20	/	-1%	/	-0.6	66	-0.1%[50 µM]	7.7%
CCOC(=O)[C@H](CCc1ccccc1)N[C@@H](C)C(=O)N1CCC[C@@H]1C(=O)O	4%	-8%	i	27	17%	4%	/	4.2	61	0.9%	-0.2%
CCc1nnc(NC(=O)CSc2nnc(-c3c[nH]c4ccccc34)n2CC)s1	10%	-11%	i	11	7%	-2%	0.2%	1.0	74	0.0%	0.6%
COc1ccccc1N1CCN(C2CCCN(Cc3cccc(O)c3)C2)CC1 (centres undefined)	6%	-5%	i	43	24%	2%	-0.8%	0.0	54	0.2%	0.2%	Dengue-2 NS5 capping pilot replicate=-4.6
Cc1ccc2[nH]ccc(=O)c2c1	10%	5%	i	16	6%	-4%	0.9%	2.4	62	0.2%	4.4%
CNc1nc2c3ccccc3n(C(C)=O)c2s1	184µM*	3%	i	30	31%	-10%	0.1%	-0.4	42	0.3%	6.3%
Cc1cc2nnc(SCC(=O)NCc3cccs3)n2c2ccccc12	9%	3%	i	20	4%	-4%	0.9%	1.8	86	-0.3%	-2.1%	Dengue-2 NS5 capping pilot replicate=1.8
Cc1ccccc1-c1nc(CS(=O)(=O)CC(=O)NCCCN2CC(C)CC(C)C2)c(C)o1 (centres undefined)	12%	0%	i	2	18%	-8%	-1.0%	-0.4	65	0.5%	0.7%
N#C/C(=N\Nc1ccc(Cl)cc1)C(=N)N1CCCCC1	-1%	23%	i	47	8%	-4%	0.2%	0.7	52	-0.2%[50 µM]	2.7%
CCn1c(SCc2nc(CC(=O)Nc3ccccc3OC)no2)nnc1-c1cccs1	5%	-10%	i	42	13%	-8%	-0.5%	-0.8	85	0.8%	1.6%

Taken from the listing for reference:
SMILES	MgcRacGAP inhibition	PhoP inhibition	T cell modulator	T cell modulator vesicle-bound %	Large T inhibition	Dengue-2 NS5 capping	West Nile virus CPE	NTR1 ag	NTR1 ag cell count 20 µM	UTI89 phage lysis	RSV antiviral HEp-2	others
O=C(c1ccc(Cl)cc1)C(CN1CCCC1)c1ccccc1 (centres undefined)	4%	11%	i	61	3%	-30%	-1.9%	18	63	-0.7%	2.0%
O=C1CCN(Cc2ccccc2)C=C1c1cccc(O)c1	4%	/	i	9	/	1%	/	-2.7	51	0.0%	/

(next part)
SMILES	MgcRacGAP inhibition	PhoP inhibition	T cell modulator	T cell modulator vesicle-bound %	Large T inhibition	Dengue-2 NS5 capping	West Nile virus CPE	NTR1 ag	NTR1 ag cell count 20 µM	UTI89 phage lysis	RSV antiviral HEp-2	others
COc1ccc(N2CCN(S(=O)(=O)CCNC(=O)COc3ccccc3OC)CC2)cc1	20%	-10%	i	7	33%	-9%	-0.4%	-1.2	65	-5.2%	10%
CN(Cc1ccccc1)C(=O)C1CCCN(Cc2cccc(Cl)c2)C1 (centres undefined)	4%	5%	i	17	4%	-6%	-1.9%	1.7	20	-1.4%	-2.2%
COc1ccc(/C=N/Nc2c(Cl)cc(Cl)cc2Cl)cc1CN1CCOCC1	4%	2%	i	40	12%	0%	-1.3%	1.4	49	3.6%	-0.1%
COc1ccccc1C(=O)N1CCN=C1c1ccccc1	5%	16%	i	14	3%	-2%	1.9%	-0.1	89	-1.0%	0.3%
Cc1cc([N+](=O)[O-])nn1CCCC(=O)Nc1ccc(Cl)cc1Cl	7%	-6%	i	32	15%	-4%	-0.7%	-1.6	109	0.2%	1.7%
Cc1nc(SCC(=O)c2c[nH]c3ccccc23)n[nH]1	5%	-1%	i	30	5%	-4%	0.4%	-1.0	77	1.8%	1.6%
O=C(COC(=O)/C=C/c1ccc(C(F)(F)F)cc1)NCC1CCCCC1	3%	-3%	i	18	16%	-1%	/	-0.1	41	1.1%[50 µM]	-0.9%
CCC(=O)NNc1nc2c(C)cccc2s1	6%	7%	i	22	-4%	-3%	0.0%	2.0	50	0.4%	0.0%
C/C(=N\NC(=O)c1cccs1)c1ccc2c(c1)OCO2	/	1%	i	47	9%	/	-0.7%	1.2	26	/	-1.5%
COCC(C)n1c(SCc2cc(C(=O)OC)c(C)o2)nc2ccccc2c1=O (centres undefined)	-4%	-7%	i	57	13%	-9%	-0.6%	3.9	57	-0.2%	9.0%
Cc1c(NC(=O)CSc2nc(-c3ccco3)cc(C(F)(F)F)n2)c(=O)n(-c2ccccc2)n1C	11%	0%	i	39	7%	3%	0.1%	0.2	43	3.1%	1.8%
Nc1ccc2nc(N3CCOCC3)sc2c1	?	-7%	i	33	?	-1%	-0.1%	2.5	48	0.1%	-0.1%
CC(=O)c1ccc(-c2ccc(C(=O)NCC3CCCO3)o2)cc1 (centres undefined)	7%	-4%	i	48	18%	-18%	/	0.9	56	0.8%[50 µM]	1.3%
O=C1Nc2cc(Br)ccc2C1(O)c1ccccc1O (centres undefined)	5%	27%	i	52	-5%	3%	-0.3%	0.0	80	-0.1%	0.9%
NS(=O)(=O)c1ccc(NC(=O)Nc2cccc3ccccc23)cc1	7%	0%	i	68	22%	-1%	-0.1%	-0.3	62	0.2%	4.3%
O=[N+]([O-])c1ccccc1-c1cc(-c2cc(Cl)ccc2O)n[nH]1	8%	26%	i	21	19%	-9%	-0.2%	/	/	-2.8%[50 µM]	1.2%
O=C(Cn1c(=O)n(CC2CCCO2)c(=O)c2ccccc21)c1ccccc1 (centres undefined)	15%	-1%	i	53	12%	-3%	0.0%	2.0	51	-0.3%	0.3%
Cn1nc(C(=O)Nc2ccc(S(=O)(=O)N3CCOCC3)cc2)c2ccccc2c1=O	4%	0%	i	30	7%	-6%	-0.3%	-0.3	34	-0.3%	2.2%
O=C(NNC(=S)Nc1ccc(F)cc1F)c1ccco1	4%	-8%	i	59	16%	2%	0.1%	0.6	68	-0.1%	0.5%
O=C(O)COc1c(Cl)cc(/C=C2\NC(=O)NC2=O)cc1Br	6%	-3%	i	44	5%	5%	0.2%	-1.4	71	0.2%	0.1%
O=C(CCNC(=O)c1ccccc1Cl)Nc1ccc(S(=O)(=O)Nc2ncccn2)cc1	0%	-5%	i	28	-1%	4%	-0.2%	1.9	59	0.7%	0.6%
CCC(=O)N1CCCC(C(=O)c2ccc(-c3ccccc3)cc2)C1 (centres undefined)	14%	5%	i	58	11%	-6%	-1.8%	0.7	51	0.2%	?	Dengue-2 NS5 capping pilot replicate=-2.4
COc1ccc(N(C(=O)c2snc(C(N)=O)c2N)C(C(=O)NC2CCCC2)c2ccc(C)o2)c(OC)c1 (centres undefined)	6%	0%	i	10	11%	-2%	0.2%	4.7	59	0.2%	7.9%
Cc1ccc(CN2CCNC(=O)C2CC(=O)NC2CCCCCC2)cc1 (centres undefined)	1%	1%	i	72	2%	-3%	-0.6%	-0.7	68	1.6%	0.9%
S=C(Nc1ccccc1Oc1ccccc1)Nc1cccc(Cl)c1Cl	7%	-8%	i	36	-1%	-8%	0.7%	/	/	5.9%	8.2%
O=[N+]([O-])c1ccc(Cc2ccncc2)cc1	2%	6%	i	62	4%	8%	-0.2%	-0.6	43	-2.9%	1.3%
Cc1ccc(NC(=O)Nc2ccc3c(c2)nc(C)n3C)cc1	5%	-1%	i	56	10%	-32%	1.1%	1.0	62	-0.2%	6.8%
Cc1ccc(-c2csc(N3CCN(c4cc5c(cc4Cl)nc(-c4ccncc4)n5CCOCCO)CC3)n2)cc1	3%	4%	i	28	-3%	1%	-0.1%	23	73	-1.5%	3.1%
CCOC(=O)Cc1csc(NC(=O)Nc2ccccc2)n1	3%	4%	i	29	2%	-6%	/	-1.4	64	-0.4%	5.9%
COc1ccc(S(=O)(=O)N(CCCN2CCCC2=O)Cc2cc3c(C)ccc(C)c3[nH]c2=O)cc1	2%	3%	i	25	13%	-8%	-0.2%	-0.2	58	-0.3%	1.5%
Cc1nn(CC(=O)NC2CCCCC2)c(=O)c2cccn12	-2%	-1%	i	7	0%	-6%	-0.1%	-1.0	65	0.3%	4.1%
C[C@H](CO)N1C[C@H](C)[C@@H](CN(C)Cc2ccc(Cl)c(Cl)c2)Oc2c(NC(=O)c3ccncc3)cccc2C1=O	14%	/	i	6	/	-9%	/	-2.1	56	2.1%	/
FCCCOc1ccc(-c2nccc(-c3ccc(Cl)cc3)n2)cc1	3%	-3%	i	28	5%	1%	-0.3%	4.4	52	0.2%	8.5%
Cc1nc2sc(C(c3cccs3)N3CCN(c4cccc(Cl)c4)CC3)c(O)n2n1 (centres undefined)	16%	0%	i	36	5%	-2%	-0.3%	5.0	80	0.6%	1.6%
O=C(Nc1ccccc1O)c1ccc(Cl)cc1	4%	1%	i	26	2%	-6%	-0.3%	-0.4	82	0.2%	1.9%
Cc1ccc(NC(=O)C2(NC(=O)c3ccccn3)CCCCC2)cc1Br	4%	21%	i	48	1%	1%	0.1%	0.5	47	3.3%	2.3%
COc1ccc2oc(C(F)(F)C(F)F)cc(=O)c2c1	1%	0%	i	51	5%	1%	-0.2%	-0.3	49	-0.1%	2.0%
